# C-LANA FP: inhibitors of KSHV LANA C-terminal domain DNA binding; inhibition, % at 9 µM; 340,000 compounds, 0.078% hits; MBP-C-LANA/FAM-LBS DNA binding, fluorescence polarization;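 active means highest replicate inhibition at or above 60% at 9 µM, even if other replicates fall short; inactive means all replicates below 60% inhibition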;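 further: 0% = neutral control wells and 100% = 4 µM acridine orange control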
# PvdQ acylase: blocks Pseudomonas aeruginosa PvdQ acylase activity. AID 488965. purified PvdQ acylase, fluorescence plate reader. 340,000 compounds, 0.063% hits. inhibition, % at 10 µM; in the data active means inhibition above about 30%, passing the limit was not always enough; inconclusive means no clear call, values can overlap the other calls;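 further: 0% = vehicle neutral wells and 100% = reference inhibitor wells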
# RTF Ca sens inh: cardiac RTF calcium desensitization | P19429+P45379 | 340,000 compounds, 0.12% hits | inhibition, % at 7.15 µM | AID 493244 | IANBD-labeled cardiac RTF, Ca2+ fluorescence;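 active means inhibition above the mean inhibition of all tested compounds plus 3 SD, cut at about 17% in these data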;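 further: assay run at fixed EC70 calcium of 1.6 mM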
# Arrestin-AP2 inh: human beta-arrestin and AP2 interaction inhibition; 340,000 compounds, 0.31% hits; FITC-arrestin peptide / GST-AP2 beads, flow cytometry; AP2 beta2 appendage carries R879A mutation; inhibition, % at 10 µM;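 active means inhibition above a set limit, near 3 SD of compounds lacking own fluorescence, cut at about 54% in these data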;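 further: plate controls were DMSO wells for no effect and 5 µM unlabelled arrestin peptide for full effect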
#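 Material – GST-tagged AP2 beta2-adaptin appendage (R879A) on 4 µm glutathione beads · Probe or stimulus – fluorescein-tagged arrestin peptide at 50 nM final · Timing – 12 min plus 1 h, RT · Detection – bead flow cytometry, FITC channel · Read-out basis – inhibition as reduced fluorescein signal on beads, percent · Medium – PBS plus Tween 20 (0.05%) and BSA (0.1%)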
# Keap1-Nrf2 PPI: disrupts human Keap1 binding to Nrf2 peptide; Q14145; Keap1 Kelch-Nrf2 peptide fluorescence polarization, 1536-well; inhibition, % at 9.4 µM; 340,000 compounds, 0.15% hits; AID 504523; in the data active means inhibition above about 12%; inconclusive means no clear call, values can overlap the other calls; inactive means below about 7.3%;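 further: human Keap1 Kelch domain with fluorescein labeled Nrf2 9mer peptide probe; 0% = neutral control wells and 100% = peptide positive control; higher means more block of Keap1 binding to Nrf2 peptide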
# PKA-R2B activ: activates the human PKA-R2B holoenzyme complex. 340,000 compounds, 0.079% hits. PKA-R2B holoenzyme dissociation, Cy5-IP20 fluorescence polarization; R2B truncated from residue 108, S112A mutant; 0% DMSO only, 100% 113 µM cGMP. AID 504700. activation, % at 11.4 µM;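 active means activation above a cutoff set at the mean over all compounds plus 3 SD, cut at about 18% in these data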;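 further: higher means more holoenzyme dissociation and a rise in polarization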
# DAGLB inhibitor: diacylglycerol lipase beta (human) inhibition. inhibition, % at 5.17 µM. 340,000 compounds, 0.059% hits. HEK293T DAGLB membrane lysate, EnzChek fluorogenic substrate. Q8NCG7. AID 504411; in the data active means inhibition above about 34%;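 further: 0% = enzyme with vehicle and 100% = wells lacking enzyme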
# SR-BI DiI-HDL act: activators of SR-BI mediated HDL lipid uptake. CHO ldlA[mSR-BI] cells, DiI-HDL uptake fluorescence, 3 h; 100 = double the neutral-control signal. activation, % at 12.5 µM. 320,000 compounds, 0.096% hits. AID 504775;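 active means mean replicate activation of at least 60% and every replicate at or above 60%; inconclusive means mean or all-replicate condition met, but not both; inactive means mean below 60% and not all replicates reaching 60%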;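 further: 0% = median plate neutral-control signal and 100% = twice that signal; values of inactives mirror those of a sister screen read the other way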
#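 Test system: SR-BI-overexpressing, LDLR-lacking CHO cells; Also added: labelled HDL, 10 µg/mL; Measured by: bottom-read cell fluorescence after medium removal, ex 550/em 595 nm; Timing: 3 h uptake period with compound, 37 °C; Buffer or medium: F12, 0.5% BSA, 25 mM HEPES; Doses: single compound concentration, delivered by pin transfer.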
# SR-BI DiI inh: blocks mouse SR-BI lipid uptake from DiI-HDL; ldlA[mSR-BI] CHO cells, DiI-HDL uptake fluorescence, 3 h; inhibition, % at 12.5 µM; 320,000 compounds, 0.96% hits; AID 488896;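 active means mean replicate inhibition of at least 70% and a set share of replicates each scoring 70 or more; inconclusive means meets just one of the two criteria; inactive means fails both criteria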;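 further: 0% = median of neutral control wells and 100% = median of positive control wells; values of inactives mirror those of a sister screen read the other way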
# NSD2 HMT inh: blocks human histone methyltransferase NSD2 | NSD2 peptide methylation, AlphaScreen, 120 min | AID 743445 | O96028 | inhibition, % at 12.5 µM | 310,000 compounds, 0.54% hits; in the data active means inhibition above about 50%
# Target sequence (O96028 whole entry, looked up): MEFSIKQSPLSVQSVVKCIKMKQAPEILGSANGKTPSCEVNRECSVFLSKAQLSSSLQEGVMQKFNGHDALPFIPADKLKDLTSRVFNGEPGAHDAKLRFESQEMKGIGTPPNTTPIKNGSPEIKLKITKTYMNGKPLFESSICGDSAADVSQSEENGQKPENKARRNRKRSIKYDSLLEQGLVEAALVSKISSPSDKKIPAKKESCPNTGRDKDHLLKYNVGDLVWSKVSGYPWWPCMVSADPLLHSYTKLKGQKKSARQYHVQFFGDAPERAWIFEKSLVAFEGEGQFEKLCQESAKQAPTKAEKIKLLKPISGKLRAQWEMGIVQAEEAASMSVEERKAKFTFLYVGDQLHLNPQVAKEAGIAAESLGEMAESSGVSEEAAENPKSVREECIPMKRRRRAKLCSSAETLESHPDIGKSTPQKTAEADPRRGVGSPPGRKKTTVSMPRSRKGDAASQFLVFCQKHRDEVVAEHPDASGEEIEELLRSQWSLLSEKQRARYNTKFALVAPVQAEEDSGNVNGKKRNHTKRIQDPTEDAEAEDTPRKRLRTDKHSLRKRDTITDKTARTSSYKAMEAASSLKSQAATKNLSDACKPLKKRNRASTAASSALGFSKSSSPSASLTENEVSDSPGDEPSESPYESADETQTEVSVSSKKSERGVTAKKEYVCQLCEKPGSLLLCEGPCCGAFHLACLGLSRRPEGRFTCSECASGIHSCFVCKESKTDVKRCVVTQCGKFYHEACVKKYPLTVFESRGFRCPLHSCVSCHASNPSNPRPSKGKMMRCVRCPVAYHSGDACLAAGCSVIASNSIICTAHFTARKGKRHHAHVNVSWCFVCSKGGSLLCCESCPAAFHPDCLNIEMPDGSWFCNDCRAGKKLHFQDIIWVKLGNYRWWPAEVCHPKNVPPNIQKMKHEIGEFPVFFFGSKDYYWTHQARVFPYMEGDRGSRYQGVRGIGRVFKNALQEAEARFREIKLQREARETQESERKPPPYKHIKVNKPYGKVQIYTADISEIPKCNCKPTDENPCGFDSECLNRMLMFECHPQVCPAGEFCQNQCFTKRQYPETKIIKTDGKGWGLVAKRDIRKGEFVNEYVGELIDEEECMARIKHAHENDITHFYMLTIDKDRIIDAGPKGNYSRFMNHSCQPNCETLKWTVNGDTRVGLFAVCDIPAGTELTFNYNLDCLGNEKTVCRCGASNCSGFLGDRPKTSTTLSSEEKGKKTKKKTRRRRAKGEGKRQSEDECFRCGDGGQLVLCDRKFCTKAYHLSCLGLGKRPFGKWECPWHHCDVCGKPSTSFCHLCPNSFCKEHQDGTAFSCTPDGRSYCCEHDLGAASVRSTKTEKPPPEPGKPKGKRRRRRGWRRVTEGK
# * = called active by the depositor; ? = inconclusive; / = not tested or not shown. Rows were taken by chance; overall some 2.1% were active at least once.
SMILES,C-LANA FP,PvdQ acylase,RTF Ca sens inh,Arrestin-AP2 inh,Keap1-Nrf2 PPI,PKA-R2B activ,DAGLB inhibitor,SR-BI DiI-HDL act,SR-BI DiI inh,NSD2 HMT inh
CC1CCCN(c2nc(N(C)c3ccccc3)nc(N)c2[N+](=O)[O-])C1 (configuration not stated),-0.7,-10,0,-12,-2,-2,-13,-71,?,17
CC1CN(C(=O)CSc2nc(-c3ccc(F)cc3)cs2)CC(C)O1 (configuration not stated),-1.5,-19,-16,3,-2,-1,-2,-17,17,5
O=C(NCc1ccccc1CN1CCCC1)C1CCN(S(=O)(=O)c2ccc(F)c(F)c2)CC1,0.5,2,3,46,-1,2,-2,-15,15,5
COc1ccc(CNC(=O)C2CCCN(S(=O)(=O)c3ccc4c(c3)C(C)(C)C(=O)N4C)C2)cc1 (configuration not stated),-1.9,-16,-4,-6,2,-6,-1,-1,1,/
Cc1ccc(NC(=O)C2CSC3(C)CCC(=O)N23)cc1S(=O)(=O)N1CCCCCC1 (configuration not stated),8.2,-4,-6,20,-4,-2,2,-60,60,0
O=C1OC(N2CCN(C/C=C/c3ccccc3)CC2)c2ccccc21 (configuration not stated),0.2,-8,3,10,-3,-6,-1,-29,29,/
Cn1cnnc1SC1c2cccc3cccc(c23)C1NS(=O)(=O)c1ccc(Cl)cc1 (configuration not stated),0.7,-10,10,-13,-1,3,1,15,-15,-1
CC(=O)Nc1ccc(NC(=O)C(C)OC(=O)c2cccc(S(=O)(=O)N3CCCC3)c2)cc1 (configuration not stated),0.6,-4,3,-13,-4,-10,1,-9,9,9
Nc1nc(=S)c2ncn([C@@H]3O[C@H](CO)[C@@H](O)[C@H]3O)c2[nH]1,-0.1,-7,6,3,-3,10,-1,4,-4,/
O=C(N/N=C/c1cccc([N+](=O)[O-])c1)c1cc(-c2ccc3c4c(cccc24)CC3)n[nH]1,-0.9,4,-10,25,-1,-1,-1,-45,45,1
CC(=O)N(C)c1ccc(N=Cc2c(O)ccc3ccccc23)cc1,-1.5,16,2,26,-3,12,-2,-7,7,5
COc1cc2c(cc1OC)CN(c1nc(CN3CCOCC3)nc3sc4c(c13)CCC(C)C4)CC2 (configuration not stated),-1.8,-7,2,6,-6,1,-1,-28,28,8

# A run of entries from the list above:
SMILES,C-LANA FP,PvdQ acylase,RTF Ca sens inh,Arrestin-AP2 inh,Keap1-Nrf2 PPI,PKA-R2B activ,DAGLB inhibitor,SR-BI DiI-HDL act,SR-BI DiI inh,NSD2 HMT inh
Cc1ccc(NC(=O)C2CSC3(C)CCC(=O)N23)cc1S(=O)(=O)N1CCCCCC1 (configuration not stated),8.2,-4,-6,20,-4,-2,2,-60,60,0
O=C1OC(N2CCN(C/C=C/c3ccccc3)CC2)c2ccccc21 (configuration not stated),0.2,-8,3,10,-3,-6,-1,-29,29,/
Cn1cnnc1SC1c2cccc3cccc(c23)C1NS(=O)(=O)c1ccc(Cl)cc1 (configuration not stated),0.7,-10,10,-13,-1,3,1,15,-15,-1
CC(=O)Nc1ccc(NC(=O)C(C)OC(=O)c2cccc(S(=O)(=O)N3CCCC3)c2)cc1 (configuration not stated),0.6,-4,3,-13,-4,-10,1,-9,9,9
Nc1nc(=S)c2ncn([C@@H]3O[C@H](CO)[C@@H](O)[C@H]3O)c2[nH]1,-0.1,-7,6,3,-3,10,-1,4,-4,/
O=C(N/N=C/c1cccc([N+](=O)[O-])c1)c1cc(-c2ccc3c4c(cccc24)CC3)n[nH]1,-0.9,4,-10,25,-1,-1,-1,-45,45,1
CC(=O)N(C)c1ccc(N=Cc2c(O)ccc3ccccc23)cc1,-1.5,16,2,26,-3,12,-2,-7,7,5
COc1cc2c(cc1OC)CN(c1nc(CN3CCOCC3)nc3sc4c(c13)CCC(C)C4)CC2 (configuration not stated),-1.8,-7,2,6,-6,1,-1,-28,28,8

# The list goes on.
SMILES,C-LANA FP,PvdQ acylase,RTF Ca sens inh,Arrestin-AP2 inh,Keap1-Nrf2 PPI,PKA-R2B activ,DAGLB inhibitor,SR-BI DiI-HDL act,SR-BI DiI inh,NSD2 HMT inh
CC(=O)c1ccc(-c2cccc(-c3cc(=O)oc4ccc(C(C)(C)C)cc34)c2)cc1,1.8,-15,1,-12,-4,-10,-6,-23,23,/
CC(C)C[C@H](NS(=O)(=O)c1ccc(Br)cc1)C(=O)O,3.1,-6,-5,3,0,0,4,7,-7,1
COc1cc(OC)cc(C(=O)N[C@H](C(=O)Nc2cccc(S(=O)(=O)N3CCCC3)c2)C(C)C)c1,0.7,-2,-17,-5,-1,-1,-1,-29,29,-2
O=C(N/N=C/c1ccccc1Cl)c1n[nH]c2c1CCCC2,0.8,-9,-9,-3,-3,6,2,-8,8,46
O=C(NCCN1C(=O)S/C(=C\c2ccccc2)C1=O)c1cc(S(=O)(=O)N2CCOCC2)c(Cl)cc1Cl,1.7,14,8,30,-4,-5,-4,-3,3,20
COc1ccc(N=Nc2ccc3ccccc3c2)c(O)c1,-0.7,0,-1,4,-1,-10,4,-14,14,2
Cc1ccc(Cn2c(=S)[nH]c3ccccc3c2=O)cc1,-3.9,-10,-6,10,-2,-2,-6,3,-3,0
COc1ccc(/C=C/C(=O)NC(=S)N2CCN(c3ccccn3)CC2)cc1OC,-1.8,-7,-5,-17,-2,2,0,-20,20,2
O=C1NCCN(Cc2ccc(Cl)c(F)c2)C1CC(=O)N1CCCO1 (configuration not stated),0.5,1,-2,-5,-6,-6,3,0,0,-3
CCn1nc(C)c(Br)c1Nc1ccc(Br)cc1,-0.2,3,2,21,-2,-1,-2,3,-3,1
O=C1C(Cc2ccccc2)S/C(=N/N=C/c2ccco2)N1c1ccccc1 (configuration not stated),-0.6,-12,-4,-2,-1,3,-2,-21,21,1
COc1ccccc1C(=O)Nc1ccnn1C1CCN(Cc2ncc[nH]2)CC1,-0.2,-5,7,-2,0,-5,-3,-2,2,-4
CC(=O)c1c(C)[nH]c(C(=O)OCC(=O)Nc2ccc(Cl)cc2[N+](=O)[O-])c1C,0.1,-10,-3,-5,-7,11,2,-61,61,0
Brc1ccccc1-c1nnc(-c2cccnc2)o1,0.9,-1,5,26,0,-2,-4,-5,5,0
Cc1c(Br)c(C(F)(F)F)nn1CC(=O)NCc1ccccc1,0.5,-14,-5,2,-3,-8,-2,33,-33,-1
COc1ccc(/C=N\NC(=O)c2ccc(Cn3cc(Br)c([N+](=O)[O-])n3)o2)c(OC)c1C,6.3,4,-9,11,-4,-6,-1,-71,?,3
CCCN1C(=O)c2cc(C(=O)Nc3cccc(C(C)=O)c3)ccc2C1Nc1cccc(C(C)=O)c1 (configuration not stated),0.4,-7,1,1,3,-10,0,-70,70,-4
Cc1cc(N2CCN(C)CC2)nc2ccc(NC(=O)c3cccnc3Cl)cc12,-0.9,6,-6,32,4,0,0,28,-28,5
COc1ccc(C(=O)N[C@H](C(=O)NCCCn2nc(C)cc2C)C(C)C)cc1,3.1,-10,-3,-1,-3,-3,-2,-4,4,3
Cc1sc2ncnc(Nc3ccccc3)c2c1C,-0.5,-8,4,19,1,-2,1,-12,12,0
CC(C)CCn1c(CN2CCN(c3cccc(Cl)c3)CC2)nc2c1c(=O)n(C)c(=O)n2C,-0.6,-12,2,-4,3,-10,0,26,-26,/
Cc1cc(C)n2nc(C(=O)OCC(=O)N(Cc3ccccc3)C(C)C)nc2n1,2.6,-9,-6,-3,1,-2,-2,33,-33,-1
Cc1cc(Cl)cc(C)c1OCCCCn1ccnc1,0.7,-17,-4,-5,-1,-4,-4,-21,21,8
Cn1nc(C(F)(F)F)c(C#N)c1N1CCN(c2cccc(C(F)(F)F)c2)CC1,0.7,-11,-15,-7,-7,-13,-4,/,/,4
CC1(C)C(=O)Nc2ccccc2N1C(=O)COC(=O)c1ccc(NC(N)=O)cc1,0.3,-4,0,-9,-4,-2,4,16,-16,-1
Cc1cc(C(=O)OCC(=O)c2ccc3c(c2)NC(=O)CO3)c2ccccc2n1,1.7,6,-2,15,-2,-5,1,-48,48,43
NS(=O)(=O)c1ccc(NC(=S)N2CCN(Cc3ccc4c(c3)OCO4)CC2)cc1,-0.5,4,-3,13,-5,-8,0,2,-2,4
c1ccc(-n2c(SCC3CCCCO3)nnc2-c2cccs2)cc1 (configuration not stated),-0.7,4,10,21,0,-4,0,-8,8,4
Cc1nc(C(=O)N2CCc3c([nH]c4ccccc34)C2c2cc(F)ccc2F)cs1 (configuration not stated),0.3,-5,0,10,-3,2,-2,-10,10,5
Cc1ccc(/C=C2/Sc3ccc(C(=O)N4CCN(C)CC4)cc3NC2=O)cc1,0.3,3,-7,35,2,-4,3,-16,16,17
COc1ccc2c(c1)C1(Nc3ccccc3-c3nc4ccccc4n31)C(=O)N2C (configuration not stated),1.1,-6,-13,-4,-4,7,1,-60,60,-2
Cc1ccccc1NC(=O)c1sc2nc(N3CCOCC3)c3c(c2c1N)CCCC3,0.5,-3,4,27,5,7,-4,-69,69,-1
CN1CCN(CCCNC(=O)c2ccc(/C=C3\Sc4ccccc4N(Cc4ccccc4F)C3=O)cc2)CC1,-0.1,12,0,-2,1,11,4,/,/,7
Cc1c(C(=O)N/N=C/c2ccc(N(C)C)cc2)[nH]c2ccc(Cl)cc12,-0.4,-15,1,90*,-3,-5,-1,-18,18,-2
CC(=O)Nc1ccc(NC(=O)CSc2ncc(C(=O)Nc3ccc(Cl)cc3)c(=O)n2C)cc1,/,-19,-16,-4,/,-4,-3,12,-12,-1
COc1cc2c(cc1OC)/C(=C/C(=O)c1ccccc1F)NCC2,0.1,15,-7,-2,-1,-1,-4,-2,2,11
CCOC(=O)c1ccc(NC(=O)Oc2ccccc2)cc1,-0.1,7,1,19,-2,-2,-12,-15,15,-1
Cc1nn(C)c(C)c1CN(C)C(=O)C1c2ccccc2Oc2ccccc21,3.9,-7,-2,-2,2,-4,1,10,-10,1

# From PubChem BioAssay
